Giardia killer: Small Molecules that selectively kill Giardia lamblia: qHTS; AID 540267, 2011; activity change, % at 7.66 µM, hits read low; 340,000 tested, 0.15% active; Giardia lamblia trophozoite viability; in the data active means activity change below about -80%; inconclusive means between about -30% and that limit;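 further: parasites exposed to compound for two days anaerobically before the ATP read; on the % scale 0 is the no-effect control and ±100 the full control effect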
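Killing of trophozoites was scored by loss of ATP luminescence after a 48 hrs anaerobic exposure to compounds at 37 deg C, using 100 cells per well.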
KCNH2 WT inh: qHTS for Inhibitors of KCHN2 3.1: Wildtype qHTS. Voltage-gated inwardly rectifying potassium channel KCNH2 (Homo sapiens), Q12809. U2OS, BacMam KCNH2, thallium flux FluxOr; stronger effect = lower value. activity change, % at 1.84 µM. 340,000 tested, 0.37% active;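 active means maximum activity change below -70%; inconclusive means maximum activity change between -70% and -50%; inactive means maximum activity change above -50%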; further: on the % scale 0 is the no-effect control and ±100 the full control effect
Target sequence (Q12809 whole entry, looked up): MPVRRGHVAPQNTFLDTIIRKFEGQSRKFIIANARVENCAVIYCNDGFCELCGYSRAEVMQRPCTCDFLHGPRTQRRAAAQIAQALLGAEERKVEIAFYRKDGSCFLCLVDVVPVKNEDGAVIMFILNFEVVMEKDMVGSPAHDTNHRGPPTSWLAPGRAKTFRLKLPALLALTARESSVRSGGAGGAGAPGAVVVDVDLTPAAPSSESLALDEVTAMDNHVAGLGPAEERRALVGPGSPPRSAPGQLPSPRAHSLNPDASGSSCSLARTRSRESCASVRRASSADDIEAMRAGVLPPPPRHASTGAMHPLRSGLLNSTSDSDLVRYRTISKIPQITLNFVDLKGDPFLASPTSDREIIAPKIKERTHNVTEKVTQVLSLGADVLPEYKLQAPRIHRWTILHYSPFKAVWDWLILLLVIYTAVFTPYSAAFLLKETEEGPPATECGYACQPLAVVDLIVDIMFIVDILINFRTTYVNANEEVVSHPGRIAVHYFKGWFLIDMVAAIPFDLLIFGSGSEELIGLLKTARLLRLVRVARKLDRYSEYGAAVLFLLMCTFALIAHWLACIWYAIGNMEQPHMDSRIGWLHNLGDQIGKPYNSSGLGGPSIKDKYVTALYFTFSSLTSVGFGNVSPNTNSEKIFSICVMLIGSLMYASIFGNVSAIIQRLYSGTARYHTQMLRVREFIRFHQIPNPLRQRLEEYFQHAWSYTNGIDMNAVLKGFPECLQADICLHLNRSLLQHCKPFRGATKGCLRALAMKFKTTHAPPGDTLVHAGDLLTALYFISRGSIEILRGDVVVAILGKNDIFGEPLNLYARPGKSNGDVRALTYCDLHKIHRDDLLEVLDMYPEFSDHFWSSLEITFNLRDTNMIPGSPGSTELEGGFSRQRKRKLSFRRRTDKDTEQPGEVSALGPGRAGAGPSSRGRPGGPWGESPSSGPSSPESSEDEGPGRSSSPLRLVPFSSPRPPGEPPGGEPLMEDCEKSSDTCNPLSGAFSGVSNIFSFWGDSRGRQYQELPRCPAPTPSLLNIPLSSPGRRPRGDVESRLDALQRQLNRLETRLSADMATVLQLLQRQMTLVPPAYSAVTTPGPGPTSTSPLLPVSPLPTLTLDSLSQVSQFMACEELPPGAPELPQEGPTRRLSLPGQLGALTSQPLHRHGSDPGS
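U2OS cells transduced with wild-type KCNH2 virus are loaded with FluxOr dye for 45 min, and thallium flux is measured in kinetic reads before and after stimulation buffer. Rate constants are normalized to DMSO controls.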
TCR activator: Activators of T cell receptors: qHTS campaign | primary human leukocytes, anti-CD3, IL-2 HTRF, 48 h | Potency, µM (titrated, usually from 9.22 µM), for inactives: top-dose activation of IL-2 secretion, most hits filed as activators | 330,000 tested, under 10 active; further: % of control where 0% means no effect
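Using a-CD3 beads without co-stimulation, primary human leukocytes were exposed to compounds for 48 hr. An HTRF IL-2 kit measured the cytokine, with europium-to-d2 energy transfer producing emission at 665nm upon 320nm excitation.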
TSHR antag: Antagonists of the Thyroid Stimulating Hormone Receptor: HTS campaign; 330,000 tested, 0.2% active; TSHR-expressing cells, TSH-stimulated cAMP HTRF, 2 h; stronger effect = lower value; activity change, negative = inhibition, % at 11.5 µM; Thyrotropin receptor (Homo sapiens), P16473;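 active means activity change below a set negative limit, meaning inhibition stronger than a set level, cut at about -70% in these data; inconclusive means activity change between two set negative limits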; further: on the % scale 0 is the no-effect control and ±100 the full control effect
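Inhibition of cAMP made by TSHR-expressing cells under TSH stimulation (4nM final, EC80; 2 h, 37 deg C) is quantified with a one-step lysis HTRF kit, anti-cAMP cryptate versus cAMP-d2.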
Chronic BCR inh: qHTS Assay to Find Inhibitors of Chronic Active B-Cell Receptor Signaling; ABC-DLBCL IkBa-CBG/CBR reporter, luminescence ratio, 4 h; Potency, µM (doses to about 46.1 µM), inactives show at the highest dose ratio change, negative = lower green/red ratio, actives largely listed as inhibitors; 340,000 tested, 0.05% active; AID 493014, 2011; active means well fitted inhibition curve with a large enough effect in the signal ratio, with a control signal flat, not every such curve was filed as active; inconclusive means small, poorly fitted or top-dose-only effect, or effect the other way, or a change in a side signal; the % refers to the signal ratio;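 further: potency means the concentration at half of the fitted maximal effect; plate controls were basal doxycycline-induced cells for no effect and cells given 10 µM MG132 for full effect; MG132 reads +100%, hits lower the ratio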
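Cell line TMD8 (human ABC DLBCL), stably expressing tet-inducible CBG68-IkBa fusion and CBR; IMDM/0.5% FBS; cpd up to 46 uM; dox induction, 4 h, 37C/5% CO2; dual luminescence; green/red ratio; MG132 control.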
FBPA coupling cs: qHTS Assay for Inhibitors of Fructose-1,6-bisphosphate Aldolase from Giardia Lamblia: Coupling assay counterscreen; activity change, negative = inhibition, % at 58.2 µM, hits read low; 290,000 tested, 0.67% active; coupling enzyme system counterscreen, AmpLite Red fluorescence; in the data active means activity change below about -30%; further: on the % scale 0 is the no-effect control and ±100 the full control effect
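Compounds tested against the coupling enzymes alone at 57.5 uM final; readout was AmpLite Red fluorescence (525/598 nm) after 20 min at RT.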
MLL CXXC-DNA inh: qHTS Fluorescence Polarization Assay for Inhibitors of MLL CXXC domain - DNA interaction | MLL-CXXC / FITC-HOXA9 DNA fluorescence polarization | Potency, µM (doses to about 115 µM), without a hit: top-dose activity change, negative = inhibition, usual class: inhibitors | 290,000 tested, 0.037% active | AID 2662, 2010; active means well fitted inhibition curve with a large enough effect in the polarisation, with a control signal flat, not every such curve was filed as active; inconclusive means small, poorly fitted or top-dose-only effect, or effect the other way, or a change in a side signal; inactive means no such curve, though single readings can be large or run the other way; the % refers to the polarisation; further: potency means the concentration at half of the fitted maximal effect
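Steps: dispense CXXC domain solution (7 uM) → pin compounds or unlabeled HOX-A9 DNA control → 5 min ambient → add FLSN-HOX-A9 solution (50 nM) → spin → 30 min ambient → fluorescence polarization. Tris pH 7.5/NaCl/DTT/BSA buffer.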
Tb PFK inh: qHTS Assay to Find Inhibitors of T. brucei phosphofructokinase; 330,000 tested, 0.17% active; Potency, µM (top dose mostly 57.5 µM), for inactives: at the highest dose activity, negative = inhibition, usual class: inhibitors; ATP-dependent 6-phosphofructokinase (Trypanosoma brucei brucei), O15648; T. brucei PFK, ADP-Glo luminescence;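 further: potency means the concentration at half of the fitted maximal effect; 0% = uninhibited 1x PFK enzyme wells and -100% = no-enzyme wells; nearly all actives have a fitted effect of over 60% in size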
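Compounds were pin-transferred as a titration series up to 57 uM into substrate buffer (0.5 mM F6P, 0.1 mM ATP, pH 8.0), then 1.25 nM PFK was added and reactions ran 45 min before ADP-Glo detection.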
GALK inhibitor: qHTS Assay for Inhibitors of Human Galactokinase (GALK); P51570; Purified GALK, Kinase-Glo residual ATP luminescence; Potency, µM (top dose mostly 57.5 µM), for the others: at the highest dose activity change, negative = inhibition, most hits filed as inhibitors; 270,000 tested, 0.007% active; further: potency means the concentration at half of the fitted maximal effect; on the % scale 0 is the no-effect control and ±100 the full control effect
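Kinase-Glo Plus luminescence measured ATP left after a 1 h room-temperature reaction. The reaction used 5 nM GALK, 100 uM galactose and 35 uM ATP at pH 8.0 (20 mM HEPES, 5 mM MgCl2, 60 mM NaCl, 1 mM DTT, 0.01% BSA).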
AT treatment: qHTS Assay for Identifying a Potential Treatment of Ataxia-Telangiectasia; […] A-T fibroblasts, KAP-1 phosphorylation AlphaLISA; neocarzinostatin DNA damage 30 min before lysis; Potency, µM (doses to about 57.5 µM), without a hit: at the top dose activation, most hits filed as activators; 320,000 tested, 0.19% active; further: potency means the concentration at half of the fitted maximal effect; % of control where 0% means no effect; nearly all actives have a fitted effect of over 45% in size
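hTERT-immortalized A-T patient fibroblasts ([…]), 500 cells/well in OPTI-MEM, 1% FBS, got compounds for 60 min, then NCS for 30 min at 37C. Lysates were then assayed for phospho-KAP-1 by AlphaLISA (anti-pKAP1 donor, anti-KAP1 acceptor beads), 6 hr at 25C.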
The depositor's hits bear a star; ? = inconclusive; · = not tested or not shown; [ ] = another dose, or the depositor's remark. Unless noted, the call rests on the fitted dose curve; in most records, active means well fitted curve in the direction sought with a large enough effect; inconclusive means small, poorly fitted or top-dose-only effect, or another doubt; inactive means no such curve, though single readings can be large; an effect the other way counts as inactive or inconclusive. No enrichment for hits (roughly 1.6% active in at least one column).

SMILES | Giardia killer | KCNH2 WT inh | TCR activator | TSHR antag | Chronic BCR inh | FBPA coupling cs | MLL CXXC-DNA inh | Tb PFK inh | GALK inhibitor | AT treatment
CC1(C)CC(=O)C(C2(O)C(=O)N(Cc3ccccc3)c3ccccc32)CO1 (stereo not drawn) | -14 | -19 | 4% | -1 | 1% | 0 | -3% | -1% | 0% | -6%
COc1ccc(C(NC(=O)c2ccccc2F)NC(=O)c2ccccc2F)cc1 | 1 | 1 | 2%[46.1 µM] | -5 | 1% | 3 | -5% | 1% | -1% | 9%
COCCCNc1nc2ccccc2nc1NS(=O)(=O)c1ccc(F)cc1 | -12 | -3 | 7% | -2 | ? | 4 | -6% | 1% | 5% | 4%
CN1CCc2nc3ccc(Cl)cc3c(-c3ccccc3Cl)c2C1 | 0 | 13 | 2% | 4 | 0% | 1 | -10% | 0% | 2% | 12%
CCOC(=O)N1CCN(S(=O)(=O)c2ccc(OC)c(Br)c2)CC1 | 4 | -10 | -3% | -1 | -1% | -2 | -2% | 5% | -1% | 6%
Cc1ccc(-n2cc(CN(C)Cc3ncc[nH]3)c(-c3cccc(C)c3)n2)cc1 | -12 | 10 | -7% | -26 | ? | -19 | 15% | 8% | 1% | 2%
Cc1ccc(S(=O)(=O)c2cc(C)cc(S(=O)(=O)Nc3ccc(C(=O)O)cc3)c2C)cc1 | 0 | -3 | 6% | -6 | 3% | 2 | -4% | 0% | -1% | 5%
COc1cnc(-c2cccc(C(F)(F)F)c2)nc1OC | 4 | -2 | -1% | 7 | 3% | 0 | 4% | -4% | 4% | 1%
CCN(c1cccc(C)c1)S(=O)(=O)c1ccc2c(c1)N(C(C)=O)CCS2 | -11 | -5 | -2% | 21 | 4% | · | 15% | 0% | -4% | 11%
O=C(c1ccc2c(c1)OCCO2)C1CCN(C(=O)Nc2ccccc2F)CC1 | 11 | 3 | -5% | 3 | ? | 3 | -5% | 2% | 2% | 2%
O=C(NCCN1CCOCC1)c1cccnc1SCc1ccccc1Cl | 18 | 2 | 3% | 6 | ? | -5 | -5% | -2% | 1% | -3%
C=CCOC(=O)C1=C[C@H](c2coc3ccccc3c2=O)C[C@H](OCc2ccc(CO)cc2)O1 | 9 | 2 | -15% | 12 | -2% | -8 | -21% | -1% | 1% | ?
c1ccc(-n2nnnc2SCCCSc2nc3ccccc3s2)cc1 | -12 | 1 | · | -19 | 0% | -1 | -3% | 3% | 1% | 2%
CC(=O)NCCc1nc2cc(NC(=O)COc3ccc(C)cc3)ccc2n1C | -26 | -12 | 0% | -14 | 0% | 1 | 1% | 10% | -1% | 0%
FC(F)(F)c1nnc2sc(-c3ccco3)nn12 | -2 | -4 | -4% | 3 | -8% | 1 | 4% | 4% | -3% | 2%
Cc1ccc(C)c2[nH]c(=O)c(CN(CCN3CCOCC3)Cc3nnnn3CC3CCCO3)cc12 (stereo not drawn) | 11 | 12 | 2% | 6 | -7% | 0 | -2% | 2% | 2% | -12%
Cc1cc(C)cc(OCCNC(=O)c2ccc(Br)cc2)c1 | -18 | 7 | -3% | 6 | 4% | 1 | 12% | -2% | · | -17%
Cn1c(=O)[nH]c(=O)c2c1ncn2CCN1CCOCC1 | 25 | 0 | -14% | 4 | 3% | 2 | -1% | 0% | -1% | 6%
COc1cc(-c2cc(C(=O)Nc3ccccc3N3CCOCC3)c3ccccc3n2)cc(OC)c1OC | 5 | 0 | 11% | -13 | ? | -1 | 5% | -3% | -1% | 1%
O=C(NCc1ccco1)c1cnccn1 | -11 | -12 | 3% | 43 | ? | 3 | 0% | -8% | 2% | 0%
CCN(CC(=O)Nc1ccccc1C(F)(F)F)C(=O)C1=COCCO1 | 5 | -2 | -5% | 0 | -5% | · | · | 5% | · | 0%
Cc1ccc(C)c(N2C(=O)CC(Cc3ccccc3)C2=O)c1 (stereo not drawn) | -5 | 0 | 5% | 5 | 0% | 0 | 5% | -1% | 0% | -1%
Cc1ccc(C(=O)/C=C\C(=O)c2ccc(C)cc2)cc1 | -3 | 0 | 2%[46.1 µM] | 3 | ? | 4 | 0% | -21% | 2% | ?
O=C(Nc1ccc2c(c1)OCO2)C1CCCN(c2nc3ccccc3s2)C1 (stereo not drawn) | -8 | -15 | 4% | 14 | ? | -7 | 11% | 0% | -3% | -3%
Cn1c(SCC(=O)Nc2ccc(Cl)cc2)nnc1C1CC1 | -2 | 1 | -1% | 11 | 0% | -1 | 6% | 3% | 8% | 5%
CCOC(=O)C1(Cc2ccccc2Cl)CCN(Cc2csc(C(C)=O)c2)CC1 | -3 | 3 | 8% | -3 | 3% | -15 | 2% | 3% | 1% | 1%[11.5 µM]
O=C(O)c1cc2cc(Cl)ccc2oc1=O | -2 | 3 | -6% | 9 | 4% | 1 | -6% | -5% | -2% | 18%
CCN(CC)CCNC(=O)CCc1n[nH]c(=O)c2ccccc12 | -3 | -2 | -6% | 10 | -4% | 4 | 12% | 0% | -1% | 2%
O=C(O)c1cccc(NC(=S)N/N=C/c2c[nH]c3ccccc23)c1 | -13 | -6 | · | 11 | ? | 0 | 19% | 23% | -3% | -2%
Cc1ccc(C)c(S(=O)(=O)NCCCN2CCOCC2)c1 | 5 | -2 | -1% | 1 | 4% | 0 | 4% | 3% | 6% | 7%

Compound profiles, from the list above. Order of screens: Giardia killer | KCNH2 WT inh | TCR activator | TSHR antag | Chronic BCR inh | FBPA coupling cs | MLL CXXC-DNA inh | Tb PFK inh | GALK inhibitor | AT treatment
Listed for CCN(CC)CCNC(=O)CCc1n[nH]c(=O)c2ccccc12 → -3 | -2 | -6% | 10 | -4% | 4 | 12% | 0% | -1% | 2%
Listed for O=C(O)c1cc2cc(Cl)ccc2oc1=O → -2 | 3 | -6% | 9 | 4% | 1 | -6% | -5% | -2% | 18%

More entries follow.
SMILES | Giardia killer | KCNH2 WT inh | TCR activator | TSHR antag | Chronic BCR inh | FBPA coupling cs | MLL CXXC-DNA inh | Tb PFK inh | GALK inhibitor | AT treatment
COc1ccc(-c2cc(-c3nc4ccccn4c3NCc3ccccc3)ccc2OC)cc1 | -3 | -99* | 7% | -97* | ? | · | · | 6% | · | 10%
CCN(C(=O)CN1CCN(c2ccc(OC)cc2)CC1)c1c(N)n(Cc2ccccc2)c(=O)[nH]c1=O | -14 | -7 | 1% | 0 | -6% | 5 | -4% | -5% | -5% | 0%
Nc1nnc(-c2ccc(Cl)cc2)s1 | 13 | -1 | · | -3 | ? | 3 | -2% | -10% | 2% | -2%
CCOC(=O)c1c(N2C(=O)Nc3cc(Cl)c(Cl)cc3N2O)sc2c1CCCCC2 | -10 | 3 | 0% | 29 | 14% | 13 | -21% | -15% | 1% | 4%
COC(=O)[C@H](Cc1c[nH]c2ccccc12)NC(=O)Cc1c[nH]c2ccccc12 | -16 | 2 | 6% | 12 | 1% | 2 | -11% | 8% | · | 14%
O=c1c2ccccc2c(C=NCc2ccccn2)c(O)n1-c1ccccc1Cl | -20 | 1 | 7% | 20 | 3% | -1 | 5% | -4% | 0% | -4%
COc1ccc(NC(=O)N2CCN(c3cccc(C(F)(F)F)c3)CC2)cc1OC | 54[activator] | 10 | 1% | 7 | 0% | 0 | -12% | ? | 5% | 2%
NNC(=O)CN1C(c2ccccc2)=Nc2ccc(Br)cc2C1c1ccccc1 (stereo not drawn) | -13 | -7 | -9% | -5 | ? | -10 | -2% | 0% | -1% | -5%
CCOC(=O)CC1NC(=O)c2ccccc21 (stereo not drawn) | 28 | -7 | 1% | 7 | -3% | · | 3% | 1% | 0% | -5%
CCCCP(=O)(CCCC)Cc1ccccc1 | 6 | -9 | -3% | 13 | -15% | 3 | 3% | 0% | -2% | 0%
CSc1nsc(SCC(=O)Nc2cccc(NC(C)=O)c2)n1 | -20 | -16 | -2% | -4 | ? | 2 | 36%[activator] | 2% | -3% | 0%
N/C(Cc1cccc2ccccc12)=N\OC(=O)COc1ccccc1 | 10 | 3 | 5%[46.1 µM] | -15 | ? | -1 | 22% | 1% | 0% | 7%
Cc1ccc2c(c1)c1ncn(Cc3ccc(F)cc3)c(=O)c1n2C | -4 | 0 | -2% | -5 | 0% | 2 | -10% | -3% | 4% | -14%
S=C1NCN(CCc2ccccc2)CN1 | 26 | 2 | -1% | -6 | -3% | -2 | 3% | 4% | -1% | 1%
Cc1ccc(NC(=O)CN2CCc3cc4c(cc3C2C)OCCCO4)cc1 (stereo not drawn) | -8 | -5 | -14% | 7 | ? | 0 | 20% | -2% | 6% | -1%
